Jurkat NFkB inh = inhibitors of induced NF-kB luciferase reporter, primary screen, TCR NF-kB activation inhibitor project, cell-based, luminescence, uHTS. Jurkat, PMA/ionomycin-induced NF-kB luciferase reporter. inhibition, % at 4 µM. 330,000 compounds, 0.53% hits
Apaf1 inhib = inhibitors of human Apaf-1 apoptosome, primary screen, biochemical, DEVD-Rh110 fluorescence, uHTS. reconstituted apoptosome caspase-3 activity. inhibition, % at 20 µM. AID 489030, 2010. 330,000 compounds, 0.71% hits; active = inhibition of at least 40% at 20 µM;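 note: plate controls were DMSO wells for no effect and DEVD-CHO caspase inhibitor wells for full effect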
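Assay system – apoptosome proteins · Medium – Hepes buffer, pH 7.5 · Also added – cytochrome c with DEVD-Rh110 · Timing – 30 min compound preincubation, 50 min activation, room temperature · Detection – Rh110 fluorescence, excitation 480 nm, emission 540 nm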
Gli-Sufu block = Gli-Sufu pathway antagonists, primary screen, luciferase luminescence, Sufu-KO-LIGHT cells, uHTS | Sufu-KO-LIGHT fibroblasts, Gli luciferase reporter luminescence | inhibition, % at 5 µM | AID 588413, 2011 | 340,000 compounds, 0.74% hits;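 active = inhibition above about 55%, limit read from the data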;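 note: 0% = DMSO-treated cells and 100% = wells with medium but no cells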
CCR6 antagonist = CCR6 receptor antagonists, primary screen, cell-based, CHO-K1, luminescence, beta-arrestin, uHTS; C-C chemokine receptor type 6 (Homo sapiens), P51684; CHO-K1 CCR6 PathHunter beta-arrestin, CCL20-stimulated; inhibition, % at 20 µM; 340,000 compounds, 0.49% hits; AID 493098, 2011;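 active = compounds whose inhibition of the agonist-driven luminescence signal at 20 µM reaches about 50%, limit read from the data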;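 note: cells stimulated with CCL20 at 14 nM final; plate controls were DMSO with CCL20 for no effect and DMSO without agonist for full effect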
SENP8 block = SENP8 protease inhibitors, primary screen, biochemical, luminescence | AID 2540, 2010 | 330,000 compounds, 1.2% hits | purified SENP8, Z-RLRGG-aminoluciferin cleavage | Sentrin-specific protease 8 (Homo sapiens), Q96LD8 | inhibition, % at 10 µM
Target sequence (Q96LD8 whole entry, looked up): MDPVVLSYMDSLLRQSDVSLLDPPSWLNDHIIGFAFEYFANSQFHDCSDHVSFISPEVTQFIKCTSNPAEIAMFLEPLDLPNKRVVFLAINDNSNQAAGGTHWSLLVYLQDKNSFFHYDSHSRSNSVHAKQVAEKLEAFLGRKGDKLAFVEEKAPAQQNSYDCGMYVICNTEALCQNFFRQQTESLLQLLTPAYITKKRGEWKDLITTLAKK
697 NFkB inh = inhibitors of PMA/ionomycin-induced NF-kB reporter, 697 cells, primary screen, B-cell NF-kB inhibitor project, cell-based, luminescence, uHTS; 330,000 compounds, 0.33% hits; 697 B-cell NF-kB luciferase reporter, 16 h; inhibition, % at 4 µM; AID 435022, 2010; in the data active = inhibition above about 35%
UBC13 polyUb = UBC13 polyubiquitin chain formation inhibitors, primary screen, biochemical, TR-FRET, uHTS. 330,000 compounds, 0.47% hits. inhibition, % at 20 µM. AID 485273, 2010. Ubiquitin-conjugating enzyme E2 N (Homo sapiens), P61088; in the data active = inhibition above about 45%, passing the limit was not always enough
Target sequence (P61088 whole entry, looked up): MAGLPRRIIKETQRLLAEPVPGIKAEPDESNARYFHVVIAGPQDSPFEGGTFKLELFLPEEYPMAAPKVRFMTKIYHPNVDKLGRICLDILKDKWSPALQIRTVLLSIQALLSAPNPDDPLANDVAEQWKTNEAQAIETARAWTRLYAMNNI
EBI2 block = EBI2 receptor antagonists, beta-arrestin recruitment, primary screen, cell-based, luminescence, 7a,25-OHC stimulation, uHTS; G-protein coupled receptor 183 (Homo sapiens), P32249; 7a,25-OHC stimulated; inhibition, % at 5 µM; 360,000 compounds, 0.81% hits; AID 651636, 2012; in the data active = inhibition above about 38%;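 note: enzyme fragment complementation signal reports receptor beta-arrestin coupling in cells; 0% = agonist plus DMSO wells and 100% = wells without agonist; some results beyond the cut were filed as inactive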
Target sequence (P32249 whole entry, looked up, the tested form may be a part): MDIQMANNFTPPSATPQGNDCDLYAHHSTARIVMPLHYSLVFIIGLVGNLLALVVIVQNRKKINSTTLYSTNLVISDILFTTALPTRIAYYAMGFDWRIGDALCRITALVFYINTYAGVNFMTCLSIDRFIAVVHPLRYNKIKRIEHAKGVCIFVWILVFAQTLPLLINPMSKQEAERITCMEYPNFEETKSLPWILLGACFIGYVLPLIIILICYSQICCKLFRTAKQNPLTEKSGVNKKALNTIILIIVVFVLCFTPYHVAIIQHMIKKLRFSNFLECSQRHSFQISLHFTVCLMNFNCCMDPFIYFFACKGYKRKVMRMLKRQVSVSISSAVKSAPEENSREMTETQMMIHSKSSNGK
Active calls of the source: *; . = not tested or not shown. Cut-off read from the data, not from the text of the source, unless noted: active = inhibition above about 50%; inactive = the rest.

SMILES | Gli-Sufu block | UBC13 polyUb | Jurkat NFkB inh | 697 NFkB inh | Apaf1 inhib | CCR6 antagonist | SENP8 block | EBI2 block
CCCn1cc(S(=O)(=O)c2ccc(C)cc2)c(=O)c2cc(OC)ccc21 | 5 | 0 | -4 | 11 | 9 | 4 | 3 | -7
CCc1ccc(NC(=O)CSc2nnc(Cc3cccn3C)n2-c2ccc(F)cc2)cc1 | -4 | 15 | 6 | 1 | 14 | 7 | 1 | 1
Cc1cc(C)cc(C(=O)Nc2c3c(nn2C(C)(C)C)CS(=O)(=O)C3)c1 | 40 | -9 | 1 | -23 | -1 | 8 | -2 | 4
c1ccc(-c2csc(NC3=NCCCCC3)n2)cc1 | -10 | -14 | -36 | -47 | 8 | -5 | -14 | -17
CCOc1ccc(OCCOCCOc2c(Cl)cccc2Cl)cc1 | -16 | 5 | -8 | 7 | 14 | 19 | -4 | 1
O=C(CCc1nc2ccccc2c(=O)[nH]1)NCc1ccccn1 | -2 | -3 | 9 | 6 | -10 | 3 | 2 | -6
O=C(COc1ccccc1Cl)Nc1nc(-c2ccncc2)cs1 | 10 | 13 | 22 | -5 | 4 | -1 | -12 | 12
O=[N+]([O-])c1nn(-c2ccccc2)n(O)c1=NCc1ccc2c(c1)OCO2 | -9 | -11 | -17 | 2 | 7 | 0 | -13 | 3
CCCCN(CC(=O)NC(C)(C)C)C(=O)C(=O)Nc1ccc2c(c1)OCCO2 | -6 | 8 | 8 | -12 | -5 | 8 | -1 | 3
CC(Oc1ccc(Cl)cc1)C(=O)NCC1CCCO1 (stereo not given) | -11 | 7 | 9 | 3 | 0 | 21 | 4 | -7
FCCCOc1ccc(/C=N/OCc2ccc(Cl)cc2Cl)cc1 | 1 | -1 | 3 | 7 | 6 | 24 | 3 | 20
CC(C)(C)OC(=O)NCc1ccc(CNC(=O)c2nc[nH]c2C(=O)NCc2ccc(CNC(=O)OC(C)(C)C)cc2)cc1 | 36 | -28 | 1 | -45 | 23 | 7 | -11 | 4
COCCCNC(=O)C1CCCN(S(=O)(=O)c2cccc3nsnc23)C1 (stereo not given) | -6 | -2 | -4 | -37 | -6 | -7 | 2 | 0
CCOC(=O)C1CCCN(C(=O)c2cn(CC)c3ccc(S(=O)(=O)N4CCCC4)cc3c2=O)C1 (stereo not given) | -1 | -26 | -6 | -23 | 9 | 4 | -7 | -16
COc1ccc(NC(=O)c2cc([N+](=O)[O-])ccc2N2CCCCC2)cc1OC | 8 | -14 | 14 | -2 | 5 | 31 | -11 | 27
Cc1[nH]n(-c2ccccc2)c(=O)c1C(=O)c1ccc([N+](=O)[O-])cc1 | 2 | -7 | -8 | 3 | 15 | -1 | -5 | -8
Fc1ccc(/C=N/Nc2ccccn2)cc1 | -17 | 10 | -35 | -28 | -8 | 10 | 46 | -4
COc1ccc(NC(=O)CC2C(=O)N(CCc3ccccc3)C(=S)N2Cc2cccnc2)cc1 (stereo not given) | -2 | 3 | -4 | 6 | 31 | 3 | -3 | 3
O=C(COC(=O)c1cnc(Cl)c(Cl)c1)NCc1ccco1 | 3 | 1 | 7 | -17 | 8 | 7 | -2 | -3
Cc1noc(C)c1COC(=O)c1cc(C)n(-c2ccccc2)c1C | -53 | -2 | -10 | -51 | 26 | 12 | -13 | 12
COc1ccc(-c2cc(C(=O)NC(Cc3c[nH]c4ccccc34)C(=O)O)c(C)o2)cc1OC (stereo not given) | -7 | -11 | 0 | -38 | 10 | 6 | -5 | -14
O=[N+]([O-])c1ccc(N2CCN(S(=O)(=O)c3ccc(Cl)cc3)CC2)cc1NCc1cccnc1 | 16 | -10 | 2 | -6 | 28 | 13 | 6 | 10
CCOc1ccc(S(=O)(=O)N(C)c2ccc(OCC(=O)Nc3nc(-c4cc(OC)ccc4OC)cs3)cc2)cc1 | 5 | -9 | 5 | 5 | 8 | 17 | -2 | 7
CC(C)N1C(=O)CSC1c1ccc(Br)cc1 (stereo not given) | 28 | 2 | -1 | 9 | -8 | 6 | 0 | 2
O=C(O)c1ccccc1C(=O)N1CCN(c2cccc(Cl)c2)CC1 | 4 | 7 | -5 | 21 | -11 | 2 | -4 | -5
CCOC(=O)C1CCN(C(=O)COC(=O)CNC(=O)c2ccc(C(C)(C)C)cc2)CC1 | 3 | 5 | 4 | -4 | -2 | 4 | 4 | -2
Nc1ncnc2c1cnn2-c1ccccc1 | -22 | 10 | -21 | -17 | -8 | 0 | 1 | -17
O=C(Nc1cccc(F)c1)C1CC(=O)N(c2ccc(Br)cc2)C1 (stereo not given) | -3 | 11 | 0 | 12 | 7 | 7 | 0 | 12
Cc1cc(C)cc(NC(=O)C2C3C=CC4(O3)C2C(=O)N(CCCN(C)C)C4C(=O)NC2CCCC(C)C2C)c1 (stereo not given) | 24 | 11 | 20 | 13 | 8 | 6 | -3 | 1
CC(=O)Oc1oc(-c2ccccc2)nc1C=Nc1ccccc1 | -24 | 6 | 10 | -1 | 2 | 26 | 2 | 0
COc1cc(NC(=O)C2=C(C)OCCS2)c(Cl)cc1C(=O)NCCN(C)C | 9 | 0 | -9 | -14 | -2 | 7 | 1 | 1
O=C(CCn1cccn1)Nc1ccc(-c2ccno2)cc1 | -5 | -3 | 7 | -22 | 12 | 9 | -18 | -9
Cc1cc(Nc2ncc(Cl)cc2Cl)n[nH]1 | 1 | -1 | -18 | -33 | 3 | 6 | 3 | -16
O=C(NCc1ccccc1F)C1CCN(C(=O)NCc2ccccc2)CC1 | -24 | 4 | 1 | 3 | -15 | -2 | 5 | 26
CCN1C(=O)CC(N2CCN(c3ccc(C(=O)c4ccccc4)cc3)CC2)C1=O (stereo not given) | -33 | -4 | -37 | -15 | 4 | -12 | -4 | -10
CC12CN3CC(C)(CN(C1)C3c1c[nH]c3ccccc13)C2=O (stereo not given) | 0 | -2 | 4 | 14 | -14 | -4 | 5 | 4
Cc1ccc(SC(C)C(=O)Nc2ncn[nH]2)cc1 (stereo not given) | 0 | -3 | -3 | 11 | -2 | -4 | -4 | -8
N#Cc1ccc(Cn2c(-c3ccc(F)cc3)noc2=O)cc1 | -2 | -6 | -9 | -4 | 5 | 5 | -7 | -3
COc1cccc(C2c3c(oc4cc(C)c(C)cc4c3=O)C(=O)N2CCCN(C)C)c1 (stereo not given) | -1 | 13 | -7 | 10 | 3 | 2 | -1 | -1
O=C(Cc1ccc(F)cc1)NC1CCCC1 | -1 | 1 | -1 | 3 | -9 | -6 | -1 | 4
Cc1ccccc1OCC(O)Cn1c(N2CCN(c3ccccc3)CC2)nc2c1c(=O)[nH]c(=O)n2C (stereo not given) | 5 | 6 | -2 | -12 | -8 | 22 | -10 | 14
CCOC(=O)C1CCN(S(=O)(=O)CCNC(=O)c2ccc(F)cc2)CC1 | -3 | 2 | 11 | 8 | -8 | 2 | 4 | -6
CC(C)c1cc(NCCOCCO)n2c(nc3ccccc32)c1C#N | 5 | 8 | -19 | -5 | -1 | -9 | -11 | -12
CCCNC(=O)Nc1nc(CC(=O)OCC)cs1 | 34 | -8 | -11 | -19 | 5 | -10 | -1 | -9
COc1ccc(-c2nc(C#N)c(NCc3ccc(C)cc3)o2)cc1OC | 0 | 27 | 8 | -11 | 18 | -7 | -3 | 20
Nc1cccnc1Sc1ccc(Cl)cc1 | 18 | -5 | 0 | 15 | -2 | 2 | 42 | 1
NC(=S)Cc1ccc(Cl)cc1Cl | 4 | 4 | 3 | 9 | 0 | 17 | -13 | -4
COc1ccc(N2CCN(C(=O)c3ccc(S(=O)(=O)N4CCCC4)cc3)CC2)cc1 | -13 | -10 | 3 | -1 | -2 | 8 | 2 | 4
COc1cc(/C=N/Nc2ccc(C(F)(F)F)cn2)ccc1O | -22 | -12 | -17 | -23 | 16 | -1 | -11 | 12
Cc1cc(C)nc(N2N=C(CSc3ccc(Cl)cc3)CC2=O)n1 | 4 | 0 | -7 | 10 | 3 | 44 | -7 | 9
Cc1sc(NC(=O)CS(=O)(=O)c2ccccc2)c(C(N)=O)c1C | -28 | -1 | 17 | -16 | 6 | 6 | -9 | -2
CCCNS(=O)(=O)c1ccc(CCC(=O)Nc2ccc3c(c2)OCCO3)cc1 | -4 | 10 | -14 | 5 | 5 | 17 | 10 | -8
O=C(CSc1nc2ccccc2c(=O)[nH]1)N1CCN(S(=O)(=O)c2ccccc2)CC1 | 11 | 8 | 13 | 15 | -6 | 6 | -9 | 3
COc1ccccc1CNC(=O)c1nn(C)c2c1CS(=O)(=O)c1ccccc1-2 | 19 | 6 | 3 | 17 | 4 | -6 | 5 | 1
Cc1cc(C2=CC(C)(c3cc(C)oc3C)Nc3nc(C(F)(F)F)nn32)c(C)o1 (stereo not given) | . | -4 | 4 | 4 | 8 | . | 2 | .
O=C1NC(Cc2c[nH]c3ccccc23)C(=O)N1Cc1cccc2ccccc12 (stereo not given) | 2 | -2 | -15 | -13 | 15 | 15 | -11 | -4
COc1ccccc1N1CCN(C(c2cccs2)C(C)NC(=O)c2cccs2)CC1 (stereo not given) | -7 | 4 | 17 | 1 | 5 | 16 | -1 | 4
CC1CCCC(CC(=O)O)(CC(=O)O)C1 (stereo not given) | 0 | 0 | 6 | 7 | 2 | 7 | 1 | -10
CCOC(=O)N1N=C(c2ccc(C)cc2)CC1(O)C(F)(F)F (stereo not given) | -68 | 8 | -80 | -150 | -14 | -8 | -4 | 5
O=C(NCCCN1CCOCC1)c1ccc(Sc2ccc(Br)cc2)c([N+](=O)[O-])c1 | 0 | 18 | -10 | -21 | -3 | 0 | -1 | -1

Following part.
SMILES | Gli-Sufu block | UBC13 polyUb | Jurkat NFkB inh | 697 NFkB inh | Apaf1 inhib | CCR6 antagonist | SENP8 block | EBI2 block
CN(Cc1ccc(F)cc1)C(=O)c1ccc(NS(=O)(=O)c2ccccc2)cc1 | 4 | 3 | 11 | 22 | 8 | -6 | 4 | 6
COC(=O)c1ccc(CSc2ccc3nnc(-c4ccccn4)n3n2)o1 | -1 | -5 | -13 | -47 | 8 | 10 | -12 | -5
COc1ccc(-c2nn(-c3ccccc3)cc2C2CC(c3cccs3)=NN2C(=O)CCC(=O)O)cc1 (stereo not given) | -1 | 10 | -1 | 8 | 9 | -10 | 0 | -4
COc1ccc(C(=O)CSc2nnc(CNC(=O)c3ccccc3)n2C)cc1 | -7 | -1 | 7 | -3 | -1 | 14 | -2 | 15
Cc1cc(=O)[nH]c(N/N=C/c2ccc(Br)s2)n1 | -16 | -18 | -21 | -10 | -2 | 11 | 3 | 1
COc1ccccc1NC(=O)CSc1nc2sc3c(c2c(=O)n1-c1ccccc1)CCN(C)C3 | 2 | 15 | -2 | 9 | 11 | 12 | -3 | 3
CC(=O)c1ccccc1NC(=O)CSc1nnc2ccccn12 | . | 0 | -13 | -17 | -8 | . | -3 | .

Screens as filed in PubChem BioAssay.

This is a subset; count on the stated rates, not on these rows.
